V1R ag counter: agonists of human V1a receptor, primary screen, counter-screen for OXTR agonist project, fluorescence, CHO-V1R cells; Vasopressin V1a receptor (Homo sapiens), P37288; Fluo-8 calcium fluorescence, agonist mode; 0% DMSO, 100% 3 nM vasopressin; activation, % at 3 µM; actives 0.25% (n = 320,000); AID 2797, 2010;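 active = activation above the mean activation of all tested compounds plus 3 SD, per screening run, cut at about 20% in these data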;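 note: signal is peak over basal fluorescence ratio across a 100 second FLIPR read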
Target sequence (P37288 whole entry, looked up): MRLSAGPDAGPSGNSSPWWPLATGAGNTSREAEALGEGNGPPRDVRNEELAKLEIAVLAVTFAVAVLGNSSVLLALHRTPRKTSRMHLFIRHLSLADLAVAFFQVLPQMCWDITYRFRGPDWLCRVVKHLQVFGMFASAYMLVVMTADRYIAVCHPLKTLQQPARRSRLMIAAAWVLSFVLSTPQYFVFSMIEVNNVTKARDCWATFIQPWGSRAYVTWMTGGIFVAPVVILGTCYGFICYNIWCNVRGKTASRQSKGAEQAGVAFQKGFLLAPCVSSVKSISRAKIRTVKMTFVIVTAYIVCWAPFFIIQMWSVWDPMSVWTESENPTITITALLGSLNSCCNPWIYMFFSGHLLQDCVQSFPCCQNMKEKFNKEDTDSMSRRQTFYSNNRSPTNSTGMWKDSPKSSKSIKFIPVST
CHO parental Ca: ATP-evoked calcium signal inhibitors, parental CHO, primary screen, counter-screen for OX1R antagonist project, cell-based, fluorescence, Fluo-8 calcium dye; parental CHO-K1, ATP-induced calcium, Fluo-8 fluorescence; actives 0.63% (n = 330,000); AID 463079, 2010; inhibition, % at 5.6 µM;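 active = inhibition above that plate's mean sample inhibition plus 3 SD, cut at about 26% in these data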;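 note: 0% = ATP-challenged DMSO wells and 100% = DMSO wells without ATP; some compounds past the cut are filed as inactive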
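Assay system: untransfected parental CHO cell line. Also added: ATP agonist challenge. Dosing: one dose, 5.6 µM nominal. Measured by: Fluo-8 fluorescence. Read-out: % inhibition. Benchmarks: ATP wells versus no-ATP DMSO wells. Repeats: no replicates.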
CHO-K1 Ca PAM: nonselective calcium activators in parental CHO-K1 cells, primary screen, counter-screen for M1 PAM project, cell-based, Fluo-8 calcium fluorescence, full deck, 1536-well; ATP EC20; 0% at ATP EC20, 100% at ATP max; activation, % at 3 µM; actives 0.02% (n = 360,000);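 active = activation above the run cutoff, the mean activation of all test compounds plus 3 SD, cut at about 40% in these data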;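 note: peak over basal fluorescence ratio in a 140 s read after ATP addition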
TAAR1 antag: human TAAR1 antagonists, primary screen, Fluo-8 calcium fluorescence, CHO RD-HGA16 cells | inhibition, % at 3 µM | AID 624466, 2012 | Trace amine-associated receptor 1 (Homo sapiens), Q96RJ0 | antagonist | actives 1.5% (n = 360,000);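 active = inhibition above a per-plate cutoff, the mean inhibition of test compounds on that plate plus 3 SD, cut at about 49% in these data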;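 note: 0% = DMSO plus EC80 beta-PEA response and 100% = DMSO alone without agonist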
Target sequence (Q96RJ0 whole entry, looked up): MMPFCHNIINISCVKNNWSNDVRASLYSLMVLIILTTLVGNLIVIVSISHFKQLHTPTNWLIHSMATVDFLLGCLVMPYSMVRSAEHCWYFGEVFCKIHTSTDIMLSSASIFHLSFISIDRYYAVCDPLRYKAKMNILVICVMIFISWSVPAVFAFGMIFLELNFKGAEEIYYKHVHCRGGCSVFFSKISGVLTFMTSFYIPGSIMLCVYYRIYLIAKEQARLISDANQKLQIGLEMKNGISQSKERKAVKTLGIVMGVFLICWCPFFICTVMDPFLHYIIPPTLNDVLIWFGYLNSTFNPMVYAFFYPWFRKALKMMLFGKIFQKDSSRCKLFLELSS
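Material: CHO RD-HGA16 cells bearing hTAAR1; compound dosing: one-point dosing, 3 µM nominal final; schedule: dye loading 75 min at 37 °C, then 30 min room temperature; measured by: calcium fluorescence with Fluo-8; control set: vehicle and agonist controls; replication: n of 1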
CHO-K1 Ca antag: M1 antagonist counterscreen hit in parental CHO-K1 cells. ATP-induced calcium, Fluo-8 fluorescence. inhibition, % at 3 µM. actives 0.6% (n = 360,000);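 active = inhibition above a per-plate cutoff, the plate's mean sample inhibition plus 3 SD, cut at about 24% in these data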;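 note: 0% = DMSO plus EC80 ATP and 100% = DMSO alone without ATP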
GPR7 antagonist: GPR7 receptor antagonists, primary screen, cell-based, fluorescence, single concentration. Neuropeptides B/W receptor type 1 (Homo sapiens), P48145. GPR7-expressing cells, fluorescence antagonist assay. inhibition, % at 4.4 µM. actives 1.1% (n = 290,000); in the data active = inhibition above about 16%, passing the limit was not always enough;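 note: cells stimulated with the agonist NPW; 0% = agonist with vehicle and 100% = vehicle without agonist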
Target sequence (P48145 whole entry, looked up): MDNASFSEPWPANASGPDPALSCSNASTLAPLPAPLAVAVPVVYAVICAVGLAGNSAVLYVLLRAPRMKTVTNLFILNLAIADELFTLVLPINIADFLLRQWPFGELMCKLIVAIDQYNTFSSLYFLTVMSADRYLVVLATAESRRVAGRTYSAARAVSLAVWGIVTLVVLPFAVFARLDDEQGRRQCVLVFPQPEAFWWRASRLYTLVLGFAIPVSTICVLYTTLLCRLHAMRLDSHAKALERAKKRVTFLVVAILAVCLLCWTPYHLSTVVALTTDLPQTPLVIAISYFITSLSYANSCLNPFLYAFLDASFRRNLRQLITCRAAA
OXTR ag: human OXTR agonists, primary screen, fluorescence, CHO-OTR cells, Fluo-8 calcium. Oxytocin receptor (Homo sapiens), P30559. Fluo-8 calcium fluorescence; normalized: DMSO 0%, oxytocin 100%. activation, % at 3 µM. actives 0.32% (n = 320,000). AID 2435, 2010;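 active = activation above the mean of all tested compounds plus 3 SD, cutoff set per screening run, cut at about 20% in these data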;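 note: peak over basal fluorescence ratio from a 100 s FLIPR kinetic read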
OXTR potentiate: human OXTR potentiators, primary screen, fluorescence, CHO-OTR cells, Fluo-8 calcium; Oxytocin receptor (Homo sapiens), P30559; Fluo-8 calcium fluorescence, potentiator mode; 0% = oxytocin EC15, 100% = EC100; activation, % at 3 µM; actives 0.061% (n = 320,000); AID 2445, 2010;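 active = activation above that plate's cutoff, the mean activation of tested compounds plus 3 SD, cut at about 6.6% in these data, passing the limit was not always enough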;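 note: 100% uses oxytocin at 75 nM as the full agonist control; some results filed as inactive read as strong as hits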
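System: human OTR in CHO cells / Also added: sub-maximal oxytocin, roughly EC15 / Control set: EC15 oxytocin low, 75 nM oxytocin high / Schedule: 6 min compound pre-incubation at room temperature, 100 s kinetic read / Compound: single-point 3.0 µM / Replication: singlicate / Technique: Fluo-8 calcium dye fluorescence / Read-out basis: % activation of max/min ratio relative to oxytocin controls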
CHO-K1 Ca ag: counter-screen for M1 agonists: effect in parental CHO-K1 cells; Fluo-8 calcium fluorescence; scaled to maximal ATP response, vehicle zero; activation, % at 3 µM; actives 0.48% (n = 360,000); AID 602248, 2012; in the data active = activation above about 15%;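 note: untransfected CHO-K1 host cells lacking M1 receptor as counterscreen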
Active calls of the source: *; . = not tested or not shown.

SMILES	V1R ag counter	CHO parental Ca	CHO-K1 Ca PAM	TAAR1 antag	CHO-K1 Ca antag	GPR7 antagonist	OXTR ag	OXTR potentiate	CHO-K1 Ca ag
Cc1ccc2[nH]c3c(=O)n(CCN4CCNCC4)cnc3c2c1	0.5	-8.5	-3.7	9.0	0.4	-11.5	-0.3	-8.4	0.3
O=C(CN1C(=O)S/C(=C\c2ccccc2Cl)C1=O)NC1C=CS(=O)(=O)C1 (stereo unspecified)	1.2	-9.5	3.6	0.7	-9.6	-20.4	0.2	-2.3	0.9
CCN(CC)S(=O)(=O)c1cccc(NC(=O)c2ccc(S(=O)(=O)N3CCCC3)cc2)c1	.	.	0.7	12.1	-20.3	.	.	.	7.4
NC(=O)CCN1CCN(Cc2cn[nH]c2-c2cccc3ccccc23)CC1	1.5	-12.8	17.6	-4.5	-8.0	-18.7	0.5	-2.5	0.4
O=C(COC(=O)CC1CCCC1)Nc1cc2c(cc1Cl)C(=O)c1ccccc1C2=O	1.0	-7.5	4.3	7.5	-14.3	-11.8	-0.8	-7.7	0.1
COc1ccc(N2CCN(C(=O)COC(=O)[C@@H](NC(=O)c3ccccc3Cl)C(C)C)CC2)cc1	.	.	5.3	-21.3	-9.1	.	.	.	1.1
CSCCC(NC(=O)c1ccccc1)C(=O)N1CCN(Cc2ccc(Cl)cc2)CC1 (stereo unspecified)	.	.	-20.5	44.5	4.0	.	.	.	8.5
O=C(NNC(=S)Nc1ccc(Cl)cc1)c1cccs1	3.9	1.6	-6.5	21.0	-12.0	2.8	3.2	-10.4	2.6
O=C(OCC(=O)N1CCc2ccccc21)c1ccc(Br)o1	-0.7	-15.7	14.5	-6.7	-13.3	.	-1.6	3.0	-0.7
Cc1ccc(NC(=O)CN2CCN(CCN=CC3=C(O)CC(C)(C)CC3=O)CC2)cc1	0.3	-13.5	16.2	-6.9	-15.7	-7.0	-0.9	-6.7	-0.4

Compound profiles (already shown):
O=C(CN1C(=O)S/C(=C\c2ccccc2Cl)C1=O)NC1C=CS(=O)(=O)C1 (stereo unspecified) reads V1R ag counter: 1.2; CHO parental Ca: -9.5; CHO-K1 Ca PAM: 3.6; TAAR1 antag: 0.7; CHO-K1 Ca antag: -9.6; GPR7 antagonist: -20.4; OXTR ag: 0.2; OXTR potentiate: -2.3; CHO-K1 Ca ag: 0.9
CSCCC(NC(=O)c1ccccc1)C(=O)N1CCN(Cc2ccc(Cl)cc2)CC1 (stereo unspecified) reads V1R ag counter: .; CHO parental Ca: .; CHO-K1 Ca PAM: -20.5; TAAR1 antag: 44.5; CHO-K1 Ca antag: 4.0; GPR7 antagonist: .; OXTR ag: .; OXTR potentiate: .; CHO-K1 Ca ag: 8.5

Next section:
SMILES	V1R ag counter	CHO parental Ca	CHO-K1 Ca PAM	TAAR1 antag	CHO-K1 Ca antag	GPR7 antagonist	OXTR ag	OXTR potentiate	CHO-K1 Ca ag
CC(=O)Nc1cccc(NC(=O)CSc2nnc(Cc3cccn3C)n2-c2ccc(F)cc2)c1	0.3	-18.5	18.9	-26.7	-11.9	-5.2	-0.6	-4.4	0.0
CCC(C)(C)NC(=O)C(c1ccc(OC)cc1)N(CCOC)C(=O)CCC(=O)Nc1nccs1 (stereo unspecified)	-0.2	-8.8	9.1	7.4	-9.7	-4.0	-1.5	-7.3	0.5
O=C(O)c1ccc2[nH]c3c(c2c1)CSCC3	0.9	-4.2	7.8	.	-20.8	-5.9	-0.7	1.1	0.2
CCOC(=O)c1c(C)[nH]c(C(=O)CN(C)CC(=O)Nc2ccccc2C(F)(F)F)c1C	0.5	-24.8	5.5	-18.3	-21.7	.	-0.8	-2.0	0.7
Cc1c(OC(C)C(=O)NCCCN2CCOCC2)ccc2c3c(c(=O)oc12)CCCC3 (stereo unspecified)	1.2	-19.0	19.6	4.1	-13.1	4.5	-0.1	-5.6	1.7
COc1ccccc1C(=O)NNC(=O)c1ccc2ccccc2c1O	.	.	-5.0	-22.3	-4.6	.	.	.	0.7
COc1ccc(C2Nc3ccccc3NC3=C2C(=O)CC(C)(C)C3)cc1O (stereo unspecified)	0.1	-8.7	-9.4	-12.2	5.5	-21.7	0.3	-14.9	-0.1
CCOCCCNS(=O)(=O)c1ccc(NC(=O)c2ccc([N+](=O)[O-])cc2Cl)cc1	6.1	-6.6	16.0	4.8	-10.4	0.9	3.8	-7.3	3.0
Cc1nn(C)c(C)c1S(=O)(=O)N1CCCC(C(=O)NCC2COc3ccccc3O2)C1 (stereo unspecified)	0.8	-20.1	1.4	-4.7	7.0	-0.1	-1.0	4.5	-0.1
CCN(CC)S(=O)(=O)c1cccc(C(=O)NCc2ccccc2)c1	-0.4	-11.5	18.9	-16.0	-13.7	-13.3	-0.1	-1.6	1.9
CN1CCN(C(=O)C2=C[C@@H](C(C)(C)C)C[C@@H](OCc3ccc(CO)cc3)O2)CC1	0.1	-2.8	3.8	-8.6	-10.3	3.1	1.0	-8.7	0.5
O=C(O)c1ccc(OCc2cn3ccccc3n2)cc1	2.0	-10.1	18.2	-18.6	-14.6	-2.5	0.3	-3.7	0.7
CCCC(=O)Nc1nc2ccc(S(=O)(=O)N3CCCCC3)cc2s1	2.1	-14.4	25.5	10.2	-13.6	4.3	-1.4	-6.6	6.5
O=C(NCc1ccccc1)N(Cc1cc2cc3c(cc2[nH]c1=O)OCCO3)CC1CCCO1 (stereo unspecified)	.	.	16.3	-4.0	-7.6	-7.9	.	.	0.6
CCOC(=O)N1CCN(C(=O)C(NC(=O)c2ccc(CC)cc2)C(C)C)CC1 (stereo unspecified)	-0.8	-16.1	17.8	2.0	-18.5	-16.0	-1.4	0.8	-0.4
N=c1n(Cc2ccc(Cl)cc2)c2ccccc2n1CC(O)COc1ccccc1 (stereo unspecified)	25.4*	71.6*	20.0	-3.5	8.6	47.1*	37.0*	-13.8	9.6
CN(Cc1ccccc1)c1ccc([N+](=O)[O-])cc1C(=O)O	0.6	-7.7	-10.2	19.1	9.0	-6.8	0.8	-14.8	0.1
CN(C)CCNC(=O)c1scc2c1CCCC2	0.7	7.3	7.9	-30.0	-4.0	-4.1	0.1	-5.4	0.2
COC(=O)c1cc(Cl)nc2ccccc12	0.6	-2.4	-8.2	-16.8	1.4	2.2	0.6	1.7	0.1
Cc1nc2c(-c3ccccc3)c(C)nn2c(SCC(N)=O)c1Cc1ccccc1	0.4	-24.8	18.6	-22.4	-10.9	4.4	0.9	2.5	1.1
Cc1cc(C)cc(OCCNC(=O)c2ccc(Br)cc2)c1	-0.5	-0.9	-10.1	-0.6	1.2	-18.3	-1.1	3.4	0.3
CCOP(=O)(c1ccc(N(C)C)cc1)C(O)c1c(Cl)cccc1Cl (stereo unspecified)	-1.2	0.4	16.1	-8.5	-9.0	-5.0	-0.2	-9.1	0.6
CCOc1ccc(CN2CCC(C(=O)Nc3cccc(-c4ccn[nH]4)c3)CC2)cc1Cl	14.0	-0.1	-8.3	20.0	2.9	17.1	16.0	-15.0	4.4
Cc1ccc2c(c1)-c1c(cnn1CC(=O)N1CCCN(Cc3ccccc3F)C1)CO2	0.3	-5.0	7.5	75.3*	-0.1	1.9	1.4	-8.4	4.7
CCOc1ccc(N(CC(=O)N/N=C/c2ccccn2)S(=O)(=O)c2ccc(Cl)cc2)cc1	.	.	22.4	-1.5	-16.6	-12.8	.	.	1.9
Cc1ccc(NC(=O)CSC(C)C(=O)NCCc2ccccn2)cc1 (stereo unspecified)	-0.5	13.4	23.1	6.2	-26.7	5.1	-1.5	-4.9	0.0
Cc1cc(C(=O)NC2CCCc3c2cnn3-c2ccccc2F)nc(C)n1 (stereo unspecified)	0.5	-5.2	6.4	-33.1	-6.2	-9.4	0.0	-11.4	1.3
NS(=O)(=O)c1cccc(NC(=O)CSc2n[nH]c(-c3ccccc3Br)n2)c1	.	.	-6.5	9.9	-1.6	.	.	.	0.3
O=C(CN1CCCCC1)N1c2ccccc2Oc2ccccc21	1.0	-13.4	23.7	-6.3	-5.6	-4.9	0.9	-12.8	1.5
COc1ccc(C(=O)OCc2ccc(C)cc2)cc1S(=O)(=O)N1CCOCC1	2.7	-15.3	15.2	6.5	-10.6	.	1.9	-13.3	1.8
CC1CCCCC1N=CC1=C(O)CC(C)(C)CC1=O (stereo unspecified)	0.1	-10.8	14.7	-4.7	-17.2	-5.3	1.3	-2.7	0.2
CC1CC(CC(=O)NNc2nc(-c3ccccc3)cs2)C(=O)O1 (stereo unspecified)	-0.4	-10.2	6.9	-8.8	-12.3	-18.3	-0.2	-11.9	0.1
C=CCn1cnc2c(nnn2-c2cc(C)cc(C)c2)c1=O	-1.9	-7.9	25.0	-12.2	-21.9	-11.0	-1.9	-10.6	0.1
COc1ccc(CC(NC(C)=O)C(=O)NC2CCN(C(=O)Nc3ccc(C#N)cc3)CC2)cc1OC (stereo unspecified)	0.3	-6.6	9.4	12.7	-5.6	-2.1	0.6	1.2	0.6
COC(=O)c1ccc2c(c1)NC(=O)C(N1CCOCC1)S2 (stereo unspecified)	0.2	-13.6	2.7	-3.2	-3.9	-8.3	0.9	-5.1	0.5
COc1ccccc1Cc1c(-c2ccccc2)nc2ccc(Cl)cn12	.	.	-1.3	11.8	2.1	.	.	.	0.0
CCOC(=O)Nc1cc(C(=O)OC)ccc1C	0.0	0.8	-7.5	-2.8	18.2	2.3	-1.3	-2.5	-0.5
Nc1nnc(SCc2ccc([N+](=O)[O-])cc2)s1	1.1	-0.5	2.1	-0.3	-1.1	-1.9	-0.4	-4.3	0.4
FC(F)(F)c1cc(-c2cccs2)n[nH]1	0.3	-11.7	4.0	-12.2	-8.3	-8.8	-0.2	-0.5	0.3
COC(CNC(=O)c1cc(-c2ccncc2)nc2ccc(S(=O)(=O)N3CCOCC3)cc12)OC	-1.1	-3.5	20.5	7.8	-11.9	-7.5	-0.1	-12.7	0.4
Clc1ccccc1NN(Cc1ccncc1)c1ccccc1Cl	.	.	6.0	38.5	-13.6	.	.	.	-0.9
O=C1OCc2ccc(NC(=O)c3c(F)cccc3Cl)cc21	0.3	-3.1	2.8	-10.4	-8.5	-7.5	0.3	-8.3	0.7
Cc1nnc(NC(=O)CSc2ccc([N+](=O)[O-])cn2)s1	1.9	-4.3	-5.6	4.3	-10.8	-5.8	-0.5	-5.3	0.4
